# Screening data: PubChem BioAssay, several laboratories
# S1P4 agonist – human S1P4 receptor agonism; S1P4-expressing cell line, agonist reporter assay; 220,000 tested, 0.35% active; activation, % at 4.98 µM; O95977; in the data active = activation above about 11%;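 note: 0% = DMSO vehicle and 100% = reference agonist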
# Target sequence (O95977 whole entry, looked up): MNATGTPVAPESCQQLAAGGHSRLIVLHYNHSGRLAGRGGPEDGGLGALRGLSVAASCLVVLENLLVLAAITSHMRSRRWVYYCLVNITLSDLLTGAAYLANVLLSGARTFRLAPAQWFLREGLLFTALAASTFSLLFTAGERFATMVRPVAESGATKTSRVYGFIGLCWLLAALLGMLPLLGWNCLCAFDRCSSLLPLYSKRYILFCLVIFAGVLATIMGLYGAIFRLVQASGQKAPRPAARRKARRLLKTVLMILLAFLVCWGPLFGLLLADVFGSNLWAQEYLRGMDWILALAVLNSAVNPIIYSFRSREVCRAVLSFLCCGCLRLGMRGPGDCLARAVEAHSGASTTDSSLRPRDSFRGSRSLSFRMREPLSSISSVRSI
# BaF3 parental – parental Ba/F3 viability inhibition as JAK2V617F counter-screen; 220,000 tested, 1.1% active; CellTiter-Glo ATP luminescence; inhibition, % at 5.6 µM; AID 1486;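 active = inhibition above a per-campaign cutoff, the mean inhibition of all tested compounds plus 3 SD, cut at about 27% in these data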;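 note: 0% = DMSO wells and 100% = JAK Inhibitor I control wells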
# NCF1 inh – p47phox (human) inhibition. p47phox/p22phox peptide binding, fluorescence polarization, 2 h. 220,000 tested, 0.53% active. inhibition, % at 24.7 µM. AID 1274. P14598;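 active = inhibition above about 30%, limit read from the data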;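 note: 0% = p47phox with labelled peptide and 100% = labelled peptide alone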
# CHOP inh – CHOP inhibition in unfolded protein response; inhibition, % at 10 µM; AID 2732; 220,000 tested, 3.8% active; CHO-K1 CHOP-promoter luciferase, tunicamycin-induced, 15-18 h;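 active = compounds that reduced the stress-induced luciferase reporter signal by more than about 70% of percent inhibition, limit read from the data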;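 note: 0% = tunicamycin plus vehicle and 100% = wells without tunicamycin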
# Ba/F3 V617F tox – loss of viability in JAK2V617F-driven Ba/F3 cells; Ba/F3 EpoR-JAK2V617F viability, ATP luminescence; inhibition, % at 5.6 µM; 220,000 tested, 1.1% active; AID 1446;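 active = inhibition above the campaign mean plus 3 SD over all tested compounds, cut at about 24% in these data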;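 note: cytokine-independent growth of Ba/F3 cells driven by EpoR plus mutant JAK2; 0% = DMSO-treated cells and 100% = JAK inhibitor I control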
# NPY2 pot ag – potentiators or agonists of human neuropeptide Y receptor Y2. P49146. cells expressing NPY-Y2, potentiator/agonist read-out. activation, % at 3.6 µM. 220,000 tested, 0.45% active. AID 1359; in the data active = activation above about 27%;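 note: cells stimulated with NPY near EC25 plus isoproterenol at EC100; 0% = vehicle plus submaximal agonist and 100% = vehicle plus saturating agonist; some results beyond the cut were filed as inactive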
# NPY1 pot ag – potentiates or activates human NPY-Y1 receptor; P25929; activation, % at 3.6 µM; 220,000 tested, 0.37% active; NPY-Y1 expressing cells, potentiator/agonist activation; in the data active = activation above about 33%, passing the limit was not always enough;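 note: cells stimulated with NPY at EC10 then isoproterenol at EC100; 0% = low agonist plus stimulus and 100% = saturating agonist plus stimulus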
# Target sequence (P25929 whole entry, looked up): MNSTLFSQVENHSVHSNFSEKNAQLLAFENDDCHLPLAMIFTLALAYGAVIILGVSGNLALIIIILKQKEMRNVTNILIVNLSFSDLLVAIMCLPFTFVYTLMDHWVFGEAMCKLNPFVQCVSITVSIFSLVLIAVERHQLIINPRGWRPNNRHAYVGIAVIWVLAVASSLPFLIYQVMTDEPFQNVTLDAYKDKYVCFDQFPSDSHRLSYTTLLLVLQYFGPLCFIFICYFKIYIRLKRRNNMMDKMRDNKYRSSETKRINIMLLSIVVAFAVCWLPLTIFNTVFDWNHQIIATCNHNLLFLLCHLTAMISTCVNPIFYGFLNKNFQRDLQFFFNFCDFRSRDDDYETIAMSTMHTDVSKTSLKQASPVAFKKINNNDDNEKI
# S1P4 antagonist – blocks the human S1P4 receptor. S1P4-expressing cells, antagonist mode, reporter read-out. inhibition, % at 4.98 µM. 220,000 tested, 0.26% active. AID 1510; in the data active = inhibition above about 29%;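 note: 0% = wells stimulated with agonist and 100% = vehicle wells without agonist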
# NPY-Y1 antag – antagonists of human neuropeptide Y receptor Y1. HEK293-CNG Y1 cells, membrane potential fluorescence; NPY at EC95, then isoproterenol. inhibition, % at 3.6 µM. 200,000 tested, 1% active. AID 1040;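 active = inhibition above the campaign mean inhibition of all tested compounds plus 3 SD, cut at about 20% in these data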;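 note: 0% = DMSO wells given NPY plus isoproterenol and 100% = isoproterenol alone without NPY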
#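 System: HEK293 cells with Y1 receptor plus CNG channel / Probe or stimulus: NPY 25 nM then isoproterenol 1 µM plus Ro 20-1724 25 µM / Compound: one concentration, 3.6 µM, in 0.4% DMSO / Schedule: compound incubation 1 h at room temperature, readout 45 min post-stimulation / Measured by: membrane potential fluorescence / Read-out: % inhibition of NPY effect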
# The depositor's hits bear a star; . = no result given.
canonical_smiles	S1P4 agonist	BaF3 parental	NCF1 inh	CHOP inh	Ba/F3 V617F tox	NPY2 pot ag	NPY1 pot ag	S1P4 antagonist	NPY-Y1 antag
CCOc1ccccc1NC(=S)N(CCOC)C1CCN(C(C)=O)CC1	-0.4	-5	1	-18	-5	1	13	-5	.
CN1C2=CC=CC=CC2=[N+](C)C12C([N+](=O)[O-])=CC(=[N+]([O-])[O-])C=C2[N+](=O)[O-] (stereo not given)	0.7	-1	61*	-36	5	-12	13	6	.
CCOc1ccc2[nH]c(C)c(CN3CCN(CC)CC3)c(=O)c2c1	-0.2	0	-9	16	-2	-6	-6	-8	-3
c1coc(-c2nc(-c3ccncc3)no2)c1	-2.0	4	1	9	0	3	-23	-10	0
COc1ccccc1CNC(=O)C(NS(=O)(=O)c1ccc2c(c1)OCCO2)C(C)C (stereo not given)	0.1	7	-15	14	4	2	2	-11	0
Cc1cccc2cc(CN(CC3CCCO3)C(=O)c3ccncc3)c(=O)[nH]c12 (stereo not given)	0.7	4	-2	-4	-1	-1	10	-2	-3
CC(C(=O)Nc1cccnc1)n1cc([N+](=O)[O-])cn1 (stereo not given)	4.1	4	-6	5	3	5	-26	3	-3
Cc1ccc(-c2[nH]c(=S)[nH]c(=O)c2C#N)cc1	1.2	4	-5	1	-3	5	15	-16	2
CNC(=O)c1snnc1-c1ccccc1	1.0	1	-3	-8	-2	8	-1	-2	6
CC(=O)OC(C(=O)NC1CCCCC1)c1ccncc1 (stereo not given)	-2.4	1	-9	-6	-4	-5	3	-23	-7
C=CCSc1nnc(C)n1-c1ccc(Cl)cc1	1.5	6	-2	14	-3	-9	11	-17	2
CC1(C)CCCN(Cc2c(O)ccc3c(=O)c(-c4nc5ccccc5s4)c(N)oc23)C1	-1.8	1	-27	104*	-1	-4	-6	2	.
Cc1ccc2nc(C)cc(NCCO)c2c1	-0.8	-2	-9	-5	-4	6	17	-7	-3
CCOc1ccc(C2CC(c3ccccc3C)n3ncnc3N2)cc1 (stereo not given)	-1.0	4	-7	46	-2	-12	-13	9	21*
O=C(ON=C1CCN(c2ccc([N+](=O)[O-])cc2)CC1)c1ccccc1	1.1	1	-22	2	0	-8	-8	4	9
CC(=O)c1nnn(-c2ccc(Cl)cc2C#N)c1C	-1.0	7	-2	14	1	15	5	14	.
Cc1ccc(S(=O)(=O)N2CCOCC2)cc1NC(=O)c1cc2c(s1)CCC2	-0.6	4	-6	3	-5	0	-4	1	1
Cc1onc(-c2ccccc2)c1C(=O)Nc1ccccc1C#N	-2.8	9	-2	-19	-1	-7	5	-6	-1
COc1cc(C)nc(Oc2ccc(OCCOc3ccccc3)nn2)n1	2.3	7	2	27	0	-8	1	-11	6
Cc1cc(C)nc(SCc2ccc(C(=O)N/N=C/c3ccccn3)cc2)n1	-5.3	-2	-9	-10	-5	-12	-8	0	3
Cc1ccc(C)c(-n2cc(-c3ccc(Cl)cc3)nc2SCC(=O)NC2CCS(=O)(=O)C2)c1 (stereo not given)	-0.5	0	6	6	-3	-2	16	-2	0
CC(C)Cn1c(-c2cccs2)nc2nc3ccccc3nc21	3.0	3	-15	34	1	-13	-3	1	0
Cc1cccc(-n2c(C)n[nH]c2=S)c1	0.2	0	-4	-12	-4	7	1	-4	-2
Cc1c(N)c(C(C)(C)C)cc(C(C)(C)C)c1[N+](=O)[O-]	1.8	5	-2	26	1	-5	-7	-37	5
CC(C)CCNC(=O)c1cccc(C(=O)NCCC(C)C)c1	-0.4	4	-1	24	-2	3	12	-16	4
O=C(O)CCN(Cc1ccccc1)S(=O)(=O)c1c(Cl)cccc1Cl	-2.8	3	-2	0	5	0	-8	-4	-1
COC(=O)N/N=C(\C)c1ccc(-n2ccnc2)cc1	2.0	3	-2	8	-2	9	12	-16	-4
CCCc1cc(C(=O)NCC(C)C)no1	1.5	1	-14	-27	-2	2	8	4	1
COc1cccc(F)c1C(C[N+](=O)[O-])c1c(N)n(C)c(=O)n(C)c1=O (stereo not given)	-1.3	6	-10	68	63*	-11	4	-7	.
COc1ccccc1NC1=NC(CO)(CO)CS1	-0.9	-2	-15	11	1	-17	-6	-7	.

# Reformatted with values under each structure: part of the list above
# Values run as follows: S1P4 agonist, BaF3 parental, NCF1 inh, CHOP inh, Ba/F3 V617F tox, NPY2 pot ag, NPY1 pot ag, S1P4 antagonist, NPY-Y1 antag
> CC(=O)OC(C(=O)NC1CCCCC1)c1ccncc1 (stereo not given)
 : -2.4, 1, -9, -6, -4, -5, 3, -23, -7
> C=CCSc1nnc(C)n1-c1ccc(Cl)cc1
 : 1.5, 6, -2, 14, -3, -9, 11, -17, 2
> CC1(C)CCCN(Cc2c(O)ccc3c(=O)c(-c4nc5ccccc5s4)c(N)oc23)C1
 : -1.8, 1, -27, 104*, -1, -4, -6, 2, .
> Cc1ccc2nc(C)cc(NCCO)c2c1
 : -0.8, -2, -9, -5, -4, 6, 17, -7, -3
> CCOc1ccc(C2CC(c3ccccc3C)n3ncnc3N2)cc1 (stereo not given)
 : -1.0, 4, -7, 46, -2, -12, -13, 9, 21*
> O=C(ON=C1CCN(c2ccc([N+](=O)[O-])cc2)CC1)c1ccccc1
 : 1.1, 1, -22, 2, 0, -8, -8, 4, 9
> CC(=O)c1nnn(-c2ccc(Cl)cc2C#N)c1C
 : -1.0, 7, -2, 14, 1, 15, 5, 14, .

# Three structures from above, arranged by number of heavy atoms, low to high:
canonical_smiles	S1P4 agonist	BaF3 parental	NCF1 inh	CHOP inh	Ba/F3 V617F tox	NPY2 pot ag	NPY1 pot ag	S1P4 antagonist	NPY-Y1 antag
C=CCSc1nnc(C)n1-c1ccc(Cl)cc1	1.5	6	-2	14	-3	-9	11	-17	2
Cc1c(N)c(C(C)(C)C)cc(C(C)(C)C)c1[N+](=O)[O-]	1.8	5	-2	26	1	-5	-7	-37	5
CC(C)CCNC(=O)c1cccc(C(=O)NCCC(C)C)c1	-0.4	4	-1	24	-2	3	12	-16	4

# Next compounds follow:
canonical_smiles	S1P4 agonist	BaF3 parental	NCF1 inh	CHOP inh	Ba/F3 V617F tox	NPY2 pot ag	NPY1 pot ag	S1P4 antagonist	NPY-Y1 antag
CC(C)Oc1ccc(C(=O)Nc2ccc(NC(=O)c3ccco3)c(Cl)c2)cc1	-1.2	1	4	9	2	8	-3	-2	8
COc1ccc(C(=O)Nc2ccnc(-c3cccnc3)n2)cc1	0.5	0	-4	-28	3	-9	-16	-5	3
Cn1c(=NC(=O)CN2C(=O)C3CC=CCC3C2=O)sc2ccccc21 (stereo not given)	1.5	23	-3	-24	2	5	-23	-13	1
CCOC(=O)CSc1nc(C)c2ccccc2n1	1.0	3	-7	12	-3	9	12	8	6
COc1ccc(NC(=O)N2CCN(S(C)(=O)=O)CC2)c(OC)c1	0.8	6	-4	5	3	-8	-11	-28	3
CCc1ccc(C(=O)NCC2COc3ccccc3O2)o1 (stereo not given)	0.3	4	-4	0	1	-4	-5	-15	5
COc1ccc(-n2c(Cc3cc(=O)[nH]c(=O)[nH]3)nnc2SCC(=O)N2CCC(C)CC2)cc1	-1.8	3	-18	44	2	-7	5	-10	-1
COc1ccc(/C=C(/NC(=O)c2ccc(C)cc2)c2nc3ccccc3[nH]2)cc1OC	-0.2	2	21	-10	-4	-8	3	-5	2
CCN(CC)S(=O)(=O)c1ccc(NC2c3ccccc3C(=O)N2c2ccc(C)cn2)cc1 (stereo not given)	0.5	1	-22	-29	-3	-1	1	-6	0
CC(=O)Nc1cc(O)cc(O)c1	0.2	1	-15	12	-6	-8	14	-6	.
C/C(=N/NC(=O)CCCOc1ccc(Cl)cc1Cl)c1ccc(C)o1	1.4	5	-6	57	0	-14	-39	-25	3
CCOc1ccc(C2=Nc3ccccc3C(c3ccc(N4CCOCC4)cc3)=NN2)cc1	-1.3	-1	0	-14	-5	-9	2	-20	1
CC(C)N(C(=O)COC(=O)c1ccccc1C(=O)N1CCN(c2ccc(F)cc2)CC1)C(C)C	-1.4	0	0	16	-2	4	15	13	5
O=C1c2ccccc2C(=O)N1Cc1nc2ccccc2c(=O)n1CCCN1CCOCC1	0.6	5	3	8	-2	8	-17	-15	-6
O=C(Nc1ccc(-c2cn3c(n2)SCC3)cc1)c1ccc2ccccc2n1	0.7	3	.	-14	-1	0	4	-37	-1
COc1cc(CNn2cn[nH]c2=S)cc(Cl)c1OCc1ccccc1	1.3	9	-9	23	0	-6	18	-10	0
Fc1ccc(Sc2ccccc2CNC2=NCCN2)cc1	-2.0	-2	-5	15	7	9	-21	-11	5
O=[N+]([O-])c1ccccc1N/N=C1\CCc2ccccc21	0.2	10	-17	-27	4	3	-3	-17	-2
O=C(NCCCn1ccnc1)c1cc(-c2cccnc2)nc2ccc(Br)cc12	-0.5	4	-7	3	1	-5	-18	-5	1
CCC(=O)OCC(=O)Nc1ccc(OC)cc1[N+](=O)[O-]	-1.7	2	-4	13	-1	-8	-3	-6	3
CC(=O)Nc1ccc(OCCOc2ccc(/C=C3/C(=N)N4C=CSC4=NC3=O)cc2)cc1	0.0	4	-7	-12	3	-3	7	2	-2
CCOC(=O)C(C)Oc1cccc2c(=O)n(CC(=O)NCCc3ccccc3)ccc12 (stereo not given)	1.2	4	-3	12	2	-5	-1	-16	.
ClC1(Cl)CC1Cn1c(C2CC2)nc2ccccc21 (stereo not given)	1.9	-3	-4	-4	-5	5	4	-25	8
Cc1occc1C(=O)NN1C(=O)C2C3CCC(O3)C2C1=O (stereo not given)	0.2	10	-5	38	2	-5	-10	-16	0
O=[N+]([O-])c1ccc(CN2CCSCC2)cc1	-0.1	-1	2	6	-4	8	-6	-5	1
COc1ccc2c(CC(=O)N3CCc4ccccc43)coc2c1	-2.7	6	-25	4	-2	1	-10	-3	-4
O=C(CCc1ccccc1)NNc1ccc(F)cc1	-2.8	4	-17	5	1	9	3	-3	.
COc1ccccc1N(CC(=O)Nc1cc(C)on1)S(=O)(=O)c1ccc(Cl)cc1	-0.6	0	-2	13	-2	-6	-3	-1	3
CCC(C)c1ccc(-c2cc(C(=O)OCC(=O)Nc3cc(C)on3)c3ccccc3n2)cc1 (stereo not given)	0.8	2	-13	85*	3	-4	-28	-10	2
CC(=O)c1cnc(-c2ccccn2)s1	0.5	1	-36	-5	-1	-2	7	-10	-1

# Entries listed so far marked active in NCF1 inh:
canonical_smiles	S1P4 agonist	NCF1 inh	CHOP inh	NPY2 pot ag	NPY1 pot ag	S1P4 antagonist	NPY-Y1 antag
CN1C2=CC=CC=CC2=[N+](C)C12C([N+](=O)[O-])=CC(=[N+]([O-])[O-])C=C2[N+](=O)[O-] (stereo not given)	0.7	61*	-36	-12	13	6	.

# Filtered by structure: the compounds so far with a thiophene ring, fused or not.
canonical_smiles	S1P4 agonist	BaF3 parental	NCF1 inh	CHOP inh	Ba/F3 V617F tox	NPY2 pot ag	NPY1 pot ag	S1P4 antagonist	NPY-Y1 antag
Cc1ccc(S(=O)(=O)N2CCOCC2)cc1NC(=O)c1cc2c(s1)CCC2	-0.6	4	-6	3	-5	0	-4	1	1
CC(C)Cn1c(-c2cccs2)nc2nc3ccccc3nc21	3.0	3	-15	34	1	-13	-3	1	0

# New compounds follow.
canonical_smiles	S1P4 agonist	BaF3 parental	NCF1 inh	CHOP inh	Ba/F3 V617F tox	NPY2 pot ag	NPY1 pot ag	S1P4 antagonist	NPY-Y1 antag
Nc1cc[n+](CC(=O)Nc2ccccc2)cc1	-0.9	6	-2	-5	2	-4	-9	-14	0
O/N=C/c1ccnc(SCc2ccc(Cl)cc2)n1	-1.1	6	-7	19	-1	-10	17	-11	.
Cc1nn(C)c(=O)n1-c1ccccc1	0.3	3	4	-9	0	6	-2	0	-4
COc1ccccc1-c1nnn(C/C(N)=N/O)n1	-0.7	1	-5	11	-2	-3	-5	-4	6
